INS-1E rescue – protection of INS-1E cells from cytokine death, primary screen, ATP luminescence, single point; protection from cytokine-induced ATP loss, % at 10 µM; actives 0.1% (n = 20,000); INS-1E cytokine-induced death, 48 h; normalised: neutral wells 0, positive control 100; AID 488910, 2010;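 active = mean replicate protection from cytokine-induced ATP loss at least 50% and at least 75% of replicates each reaching 50%; inconclusive = meets only one of the two criteria, mean or replicate share; inactive = fails both the mean and replicate share criteria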
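assay system = INS-1E rat insulinoma cells | amount = 8000 cells per well | medium = phenol-red-free RPMI with 5% fetal bovine serum | doses = one compound concentration, pin transfer | timing = 48 h cytokine plus compound treatment, 10 min reagent incubation | also added = IL-1β, TNF-α and IFN-γ cytokine mix | signal = CellTiter-Glo luminescence measuring cellular ATP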
T cruzi HTS – inhibitors of intracellular Trypanosoma cruzi, primary screen, cell-based, plate reader, single point, set 2; activity score (inhibition), % at 5.01 µM; intracellular Trypanosoma cruzi in host cells; actives 4.9% (n = 22,000); AID 651903, 2012; in the data active = activity score above about 55%; inconclusive = no clear call, values can overlap the other calls;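 also: parasites and compound incubated about four days before reading; 0% = median of neutral control wells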
Numbers without * were called inactive; ? = inconclusive; . = no result given.

item	compound	INS-1E rescue	T cruzi HTS
1	C[C@H](CO)N1C[C@H](C)[C@H](CN(C)S(=O)(=O)c2cccs2)Oc2ccc(NC(=O)c3ccncc3)cc2CC1=O	6	-18
2	COc1ccc(CN(C)C[C@H]2Oc3ccc(NS(=O)(=O)c4ccc(Cl)cc4)cc3C(=O)N([C@@H](C)CO)C[C@@H]2C)cc1	-11	6
3	Cc1ccc(S(=O)(=O)Nc2ccc3c(c2)C(=O)N([C@H](C)CO)C[C@@H](C)[C@H](CN(C)Cc2ccc(Cl)c(Cl)c2)O3)cc1	-17	25
4	C[C@H]1CN([C@@H](C)CO)C(=O)Cc2cc(NC(=O)Cc3cn(C)c4ccccc34)ccc2O[C@H]1CN(C)S(=O)(=O)c1ccccc1	10	22
5	C[C@@H]1CN([C@H](C)CO)C(=O)CCCn2cc(nn2)CO[C@H]1CN(C)C(=O)Nc1ccc(F)cc1	.	-32
6	C[C@@H]1CN([C@H](C)CO)C(=O)Cc2cc(NS(=O)(=O)c3ccc(F)cc3)ccc2O[C@H]1CN(C)Cc1ccc(Oc2ccccc2)cc1	-45	66*
7	C[C@H](CO)N1C[C@H](C)[C@H](CN(C)Cc2ccccc2)Oc2ccc(NS(=O)(=O)c3cn(C)cn3)cc2C1=O	.	-9
8	C[C@@H]1CN([C@@H](C)CO)C(=O)c2cccc(NS(=O)(=O)c3cn(C)cn3)c2O[C@@H]1CN(C)C(=O)Nc1ccc2c(c1)OCO2	5	-1
9	C[C@H](CO)N1C[C@H](C)[C@@H](CN(C)Cc2ccc(Cl)c(Cl)c2)Oc2ccc(NS(=O)(=O)c3ccc(F)cc3)cc2C1=O	-17	28
10	C[C@@H]1CN([C@@H](C)CO)C(=O)Cc2cc(NC(=O)Nc3cccc4ccccc34)ccc2O[C@@H]1CN(C)S(=O)(=O)c1ccc(Cl)cc1	-4	36
11	Cc1noc(C)c1NC(=O)N(C)C[C@H]1Oc2c(NS(=O)(=O)c3ccccc3)cccc2C(=O)N([C@@H](C)CO)C[C@@H]1C	6	-16
12	COC(=O)CCCCCCC(=O)N/N=C/CCCC1OCC(C)(C)CO1	-1	-1
13	CNC[C@H]1Oc2ccc(NC(=O)CCC(F)(F)F)cc2C(=O)N([C@@H](C)CO)C[C@H]1C	1	2
14	C[C@@H]1CN([C@H](C)CO)C(=O)CCCn2nncc2CO[C@H]1CN(C)C(=O)Nc1ccc2c(c1)OCO2	.	0
15	C[C@@H]1CN([C@H](C)CO)C(=O)c2cc(NC(=O)Nc3ccc(C(F)(F)F)cc3)ccc2O[C@H]1CN(C)S(=O)(=O)c1cn(C)cn1	-7	-13
16	Cc1ccc(S(=O)(=O)Nc2cccc3c2O[C@H](CN(C)S(=O)(=O)c2cccs2)[C@@H](C)CN([C@H](C)CO)C3=O)cc1	5	0
17	C[C@H](CO)N1C[C@H](C)[C@H](CN(C)S(=O)(=O)c2cn(C)cn2)Oc2ccc(NC(=O)Nc3ccc(C(F)(F)F)cc3)cc2CC1=O	7	-15
18	Cc1ccc(/C=N/NC(=O)CCCCCCC(=O)Nc2ccccc2O)o1	9	-4
19	C[C@H]1CN([C@@H](C)CO)C(=O)Cc2cc(NS(=O)(=O)c3ccc(F)cc3)ccc2O[C@@H]1CN(C)C(=O)Nc1ccccc1	-3	-9
20	COc1cc(/C=N/NC(=O)c2ccccn2)ccc1O	6	-7

item	compound	INS-1E rescue	T cruzi HTS
21	Cc1noc(C)c1NC(=O)Nc1cccc2c1O[C@@H](CN(C)C(=O)Nc1ccc(F)cc1)[C@@H](C)CN([C@@H](C)CO)C2=O	16	-17
22	C[C@@H]1CN([C@@H](C)CO)C(=O)c2cccc(NC(=O)c3ccncc3)c2O[C@H]1CN(C)Cc1ccncc1	13	-17
23	COc1ccc(NC(=O)N(C)C[C@@H]2Oc3c(NC(=O)c4cc(C)nn4C)cccc3C(=O)N([C@@H](C)CO)C[C@@H]2C)cc1	9	-6
24	Cc1cc(C(=O)Nc2cccc3c2O[C@@H](CN(C)C(=O)NC2CCCCC2)[C@H](C)CN([C@H](C)CO)C3=O)n(C)n1	5	2
25	Cc1ccc(S(=O)(=O)Nc2ccc3c(c2)CC(=O)N([C@H](C)CO)C[C@@H](C)[C@H](CN(C)Cc2ccc(Cl)c(Cl)c2)O3)cc1	2	65*
26	Cc1noc(C)c1S(=O)(=O)N(C)C[C@H]1OCCCC[C@@H](C)Oc2ccc(NS(C)(=O)=O)cc2C(=O)N([C@H](C)CO)C[C@@H]1C	0	8
27	Cc1noc(C)c1S(=O)(=O)Nc1ccc2c(c1)C(=O)N([C@@H](C)CO)C[C@H](C)[C@H](CN(C)Cc1ccccc1)O2	.	-3
28	C[C@H](CO)N1C[C@H](C)[C@H](CN(C)CC2CC2)Oc2ccc(NS(=O)(=O)c3ccc(Cl)cc3)cc2CC1=O	-6	-78
29	COc1ccc(CN(C)C[C@@H]2Oc3ccc(NC(=O)C4CC4)cc3C(=O)N([C@@H](C)CO)C[C@@H]2C)cc1	2	-5
30	Cc1noc(C)c1NC(=O)Nc1cccc2c1O[C@H](CN(C)Cc1ccccc1)[C@H](C)CN([C@H](C)CO)C2=O	-4	-25
31	Cc1noc(C)c1S(=O)(=O)Nc1ccc2c(c1)C(=O)N([C@H](C)CO)C[C@H](C)[C@@H](CN(C)S(=O)(=O)c1c(C)noc1C)OCCCC[C@@H](C)O2	3	3
32	CNC[C@H]1Oc2ccc(NS(=O)(=O)c3ccc(C)cc3)cc2C(=O)N([C@@H](C)CO)C[C@@H]1C	0	-16
33	C[C@@H]1CCCCO[C@@H](CN(C)S(=O)(=O)c2ccc(F)cc2)[C@@H](C)CN([C@H](C)CO)C(=O)c2cc(NS(=O)(=O)c3ccc(F)cc3)ccc2O1	-1	25
34	C[C@H](CO)N1C[C@H](C)[C@@H](CN(C)C(=O)Nc2ccc(C(F)(F)F)cc2)Oc2c(NC(=O)Nc3ccccc3)cccc2C1=O	1	39
35	C[C@@H]1CCCCO[C@@H](CN(C)C(=O)Nc2ccccc2)[C@@H](C)CN([C@H](C)CO)C(=O)c2cc(NC(=O)C3CCCCC3)ccc2O1	-2	-4
36	C[C@@H]1CCCCO[C@H](CN(C)C(=O)CCC(F)(F)F)[C@@H](C)CN([C@H](C)CO)C(=O)c2cc(NC(=O)CCC(F)(F)F)ccc2O1	8	18
37	C[C@H]1CN([C@@H](C)CO)C(=O)Cc2cc(N(C)C)ccc2O[C@@H]1CN(C)S(=O)(=O)c1cccs1	7	-12
38	COc1ccc(CN(C)C[C@@H]2Oc3ccc(NC(=O)Cc4cn(C)c5ccccc45)cc3C(=O)N([C@@H](C)CO)C[C@@H]2C)cc1	-2	-11
39	C[C@@H]1CN([C@@H](C)CO)C(=O)Cc2cc(NC(=O)c3ccncc3)ccc2O[C@@H]1CN(C)Cc1ccc(Cl)c(Cl)c1	-36	23
40	C[C@H](CO)N1C[C@H](C)[C@H](CN(C)S(=O)(=O)c2ccc(Cl)cc2)Oc2ccc(NC(=O)C3CCCCC3)cc2CC1=O	3	-1

item	compound	INS-1E rescue	T cruzi HTS
41	Cc1cc(C(=O)Nc2cccc3c2O[C@H](CN(C)C(=O)Nc2ccccc2)[C@@H](C)CN([C@H](C)CO)C3=O)n(C)n1	5	-9
42	C[C@@H]1CN([C@@H](C)CO)C(=O)c2cc(NC(=O)Cc3cn(C)c4ccccc34)ccc2O[C@@H]1CN(C)Cc1ccc(Oc2ccccc2)cc1	-82	52
43	C[C@@H]1CN([C@H](C)CO)C(=O)Cc2cc(NC(=O)NC3CCCCC3)ccc2O[C@@H]1CN(C)C	-3	-17
44	Cc1noc(C)c1NC(=O)N(C)C[C@@H]1Oc2c(NS(=O)(=O)c3c(C)noc3C)cccc2C(=O)N([C@@H](C)CO)C[C@@H]1C	7	-32
45	C[C@H](CO)N1C[C@H](C)[C@@H](CN(C)S(=O)(=O)c2ccc(F)cc2)Oc2c(NS(C)(=O)=O)cccc2C1=O	6	37
46	C[C@@H]1CN([C@H](C)CO)C(=O)CCCn2nncc2CO[C@@H]1CN(C)Cc1ccc(-c2ccccc2)cc1	.	60*
47	C[C@@H]1CN([C@H](C)CO)C(=O)c2cccc(NS(=O)(=O)c3ccccc3)c2O[C@@H]1CN(C)C(=O)NC1CCCCC1	1	9
48	C[C@H]1CN([C@@H](C)CO)C(=O)Cc2cc(NS(=O)(=O)c3cccs3)ccc2O[C@H]1CN(C)S(C)(=O)=O	3	.
49	C[C@@H]1CN([C@@H](C)CO)C(=O)c2cccc(NC(=O)C3CCOCC3)c2O[C@@H]1CN(C)C(=O)Nc1cccc2ccccc12	2	-13
50	COc1ccc(S(=O)(=O)Nc2ccc3c(c2)CC(=O)N([C@@H](C)CO)C[C@H](C)[C@H](CN(C)C(=O)Nc2ccc4c(c2)OCO4)O3)cc1	14	-13
51	CC(C)NC(=O)N(C)C[C@H]1Oc2ccc(NS(=O)(=O)c3ccc(F)cc3)cc2CC(=O)N([C@@H](C)CO)C[C@H]1C	-1	2
52	Cc1noc(C)c1NC(=O)Nc1ccc2c(c1)C(=O)N([C@H](C)CO)C[C@@H](C)[C@@H](CN(C)S(=O)(=O)c1ccccc1)O2	5	1
53	C[C@H](CO)N1C[C@H](C)[C@H](CN(C)Cc2ccc3c(c2)OCO3)Oc2c(NC(=O)c3ccc(-c4nccs4)cc3)cccc2C1=O	-9	9
54	C[C@@H]1CN([C@@H](C)CO)C(=O)Cc2cc(NC(=O)Nc3ccc(C(F)(F)F)cc3)ccc2O[C@@H]1CN(C)C(=O)Nc1cccc2ccccc12	-13	?
55	COc1ccc(S(=O)(=O)Nc2ccc3c(c2)C(=O)N([C@H](C)CO)C[C@@H](C)[C@H](CN(C)S(=O)(=O)c2ccc(OC)cc2)O3)cc1	8	-1
56	O=C(N/N=C/c1ccc(O)c2ccccc12)c1ccccc1O	-19	-16
57	C[C@@H]1CN([C@@H](C)CO)C(=O)c2cc(NC(=O)c3ccncc3)ccc2O[C@@H]1CN(C)Cc1ccc(C(F)(F)F)cc1	11	5
58	C[C@H](CO)N1C[C@H](C)[C@@H](CN(C)S(=O)(=O)c2ccc(Cl)cc2)Oc2ccc(NS(=O)(=O)c3ccc(F)cc3)cc2C1=O	-2	33
59	Cc1cc(C(=O)Nc2cccc3c2O[C@H](CN(C)S(=O)(=O)c2cccs2)[C@H](C)CN([C@H](C)CO)C3=O)n(C)n1	8	-14
60	COc1ccc(NC(=O)Nc2cccc3c2O[C@H](CN(C)S(C)(=O)=O)[C@@H](C)CN([C@@H](C)CO)C3=O)cc1	1	-16

Quoted at random: six compounds from above, in no set order.
item	compound	INS-1E rescue	T cruzi HTS
55	COc1ccc(S(=O)(=O)Nc2ccc3c(c2)C(=O)N([C@H](C)CO)C[C@@H](C)[C@H](CN(C)S(=O)(=O)c2ccc(OC)cc2)O3)cc1	8	-1
59	Cc1cc(C(=O)Nc2cccc3c2O[C@H](CN(C)S(=O)(=O)c2cccs2)[C@H](C)CN([C@H](C)CO)C3=O)n(C)n1	8	-14
50	COc1ccc(S(=O)(=O)Nc2ccc3c(c2)CC(=O)N([C@@H](C)CO)C[C@H](C)[C@H](CN(C)C(=O)Nc2ccc4c(c2)OCO4)O3)cc1	14	-13
57	C[C@@H]1CN([C@@H](C)CO)C(=O)c2cc(NC(=O)c3ccncc3)ccc2O[C@@H]1CN(C)Cc1ccc(C(F)(F)F)cc1	11	5
47	C[C@@H]1CN([C@H](C)CO)C(=O)c2cccc(NS(=O)(=O)c3ccccc3)c2O[C@@H]1CN(C)C(=O)NC1CCCCC1	1	9
58	C[C@H](CO)N1C[C@H](C)[C@@H](CN(C)S(=O)(=O)c2ccc(Cl)cc2)Oc2ccc(NS(=O)(=O)c3ccc(F)cc3)cc2C1=O	-2	33

The list continues.
item	compound	INS-1E rescue	T cruzi HTS
61	COc1ccc(CN(C)C[C@@H]2OCCCC[C@@H](C)Oc3ccc(NC(=O)c4ccncc4)cc3C(=O)N([C@H](C)CO)C[C@@H]2C)cc1	4	-24
62	C[C@H]1CN([C@@H](C)CO)C(=O)CCCn2nncc2CO[C@@H]1CN(C)C(=O)Nc1ccnc(N2CCOCC2)c1	.	11
63	COc1ccc(NC(=O)N(C)C[C@@H]2Oc3ncc(-c4ccc(F)cc4)cc3C(=O)N([C@H](C)CO)C[C@@H]2C)cc1	.	13
64	C[C@@H]1CN([C@H](C)CO)C(=O)Cc2cc(NS(=O)(=O)c3ccccc3)ccc2O[C@@H]1CN(C)C(=O)NC1CCCCC1	5	-25
65	CC(C)NC(=O)N(C)C[C@H]1Oc2ccc(NC(=O)Nc3ccc(F)cc3)cc2C(=O)N([C@@H](C)CO)C[C@H]1C	4	-13
66	C[C@H]1CN([C@@H](C)CO)C(=O)Cc2cc(NC(=O)Cc3ccccc3)ccc2O[C@@H]1CN(C)C(=O)Nc1ccc(C(F)(F)F)cc1	-2	-15
67	CC(C)NC(=O)N(C)C[C@@H]1Oc2ccc(NC(=O)Nc3ccc4c(c3)OCO4)cc2C(=O)N([C@H](C)CO)C[C@@H]1C	.	8
68	C[C@H](CO)N1C[C@H](C)[C@H](CN(C)C(=O)Nc2ccc(C(F)(F)F)cc2)Oc2c(NC(=O)c3nc4ccccc4s3)cccc2C1=O	-41	63*
69	C[C@@H]1CN([C@@H](C)CO)C(=O)CCCn2nncc2CO[C@@H]1CN(C)C(=O)NC1CCCC1	.	-3

Source: PubChem BioAssay (Broad Institute)
